Compound activity from PubChem.
GRP78 ERSR act: inducers of ER stress response in human glioma cells. 420,000 tested, 0.02% active. AID 602332. U87-MG GRP78 promoter luciferase reporter, 16 h. Potency, µM, without a hit: at the top dose activation, hits mostly activators; also: potency is read from the fitted curve at half-maximal effect; series mostly up to about 76 µM; % of control where 0% means no effect; nearly all actives have a fitted effect of over 35% in size
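ERSR induction read as luciferase luminescence (Bright-Glo, 10 min at room temperature) in stably transfected human U87-MG glioma cells exposed to compounds for 16 h, using GRP78 as sensor.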
PI4K2A inh: inhibitors of human PI4K2A | Q9BTU6 | purified PI4K2A, ADP-Glo luminescence, 1 h; active compounds read low | activity change, negative = inhibition, % at 76.9 µM | 420,000 tested, 0.13% active; in the data active = activity change below about -50%; inconclusive = mostly about -30% to -49%;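 also: -100% = wells without enzyme as full effect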
Target sequence (Q9BTU6 whole entry, looked up): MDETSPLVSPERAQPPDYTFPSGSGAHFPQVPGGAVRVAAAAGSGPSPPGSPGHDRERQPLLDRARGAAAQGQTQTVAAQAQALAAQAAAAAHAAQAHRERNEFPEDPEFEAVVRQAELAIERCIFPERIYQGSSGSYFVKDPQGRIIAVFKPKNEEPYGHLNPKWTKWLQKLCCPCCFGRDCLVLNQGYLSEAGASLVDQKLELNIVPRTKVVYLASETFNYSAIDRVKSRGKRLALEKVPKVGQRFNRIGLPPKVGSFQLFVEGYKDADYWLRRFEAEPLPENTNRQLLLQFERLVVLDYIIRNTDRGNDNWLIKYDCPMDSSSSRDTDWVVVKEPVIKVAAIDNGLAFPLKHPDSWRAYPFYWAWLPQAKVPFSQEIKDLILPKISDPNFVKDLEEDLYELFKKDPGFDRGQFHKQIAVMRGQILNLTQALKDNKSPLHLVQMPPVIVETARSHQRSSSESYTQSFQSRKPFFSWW
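Compounds are screened against recombinant PI4K2A using PI as substrate and ATP, the latter dispensed at 300 microM. Reactions run one hour at ambient temperature before ADP-Glo detection; full inhibition defined by wells lacking enzyme.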
USP1-UAF1 inh: blocks the human USP1/UAF1 deubiquitinase complex; O94782; recombinant USP1/UAF1, Ub-Rhodamine cleavage fluorescence; Potency, µM (titrated, usually from 57.1 µM), inactives show at the highest dose activity change, negative = inhibition, actives largely listed as inhibitors; 390,000 tested, 0.23% active; AID 743255; also: potency is read from the fitted curve at half-maximal effect; % is scaled to controls: 0 for no effect and ±100 for the full control effect; nearly all actives have a fitted effect of over 60% in size; inactives centre near -12
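1 nM enzyme complex + cpd, 15 min RT; start with Ub-Rho 150nM final; kinetic fluorescence ex 480/em 540, 6 reads q60 s. Buffer 50mM HEPES pH 7.8, 0.5mM EDTA, 0.1 mg/ml BSA, 1mM TCEP, 0.01% Tween-20.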
mIDH1 inhibitor: blocks human mutant IDH1 R132H enzyme | O75874 | IDH1-R132H enzyme, NADPH consumption, diaphorase/resazurin fluorescence | Potency, µM (series often up to 76.6 µM), for inactives: at the highest dose activity change, negative = inhibition, actives largely listed as inhibitors | 390,000 tested, 0.093% active; also: potency is read from the fitted curve at half-maximal effect; % is scaled to controls: 0 for no effect and ±100 for the full control effect; nearly all actives have a fitted effect of over 65% in size
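IDH1-R132H (0.5 ug/mL) preincubated 30 min with compound, then NADPH (0.016 mM) and alpha-KG (2 mM) added; 80 min at RT, pH 7.5. Remaining NADPH coupled via diaphorase/resazurin to fluorescence (540/590 nm); concentration-response curves normalized to no-enzyme control.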
Vif-A3F inh: blocks the Vif interaction with APOBEC3F. HeLa A3F-eYFP + Vif (tagged APOBEC3F with the HIV-1 protein that degrades it), YFP fluorescence increase. Potency, µM (titrated, usually from 46.1 µM), for inactives: at the highest dose activity, negative = active. 390,000 tested, 0.2% active. AID 602313; also: potency is read from the fitted curve at half-maximal effect; % of control where 0% means no effect; nearly all actives have a fitted effect of over 65% in size
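HeLa cells stably expressing A3F-eYFP plus Vif, plated and incubated overnight at 37 deg C, then exposed to compounds overnight at 37 deg C. Blocked degradation read as raised yellow fluorescence (Ex 488/Em 500-530).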
RXFP1 ag: agonists of human relaxin receptor RXFP1; Q9HBX9; HEK293T-RXFP1 cAMP TR-FRET, 30 min; response scale: percent of porcine relaxin response, buffer zero; Potency, µM (highest dose often 57.5 µM), inactives show top-dose activation, hits mostly activators; 370,000 tested, 0.3% active; also: potency is read from the fitted curve at half-maximal effect; % is scaled to controls: 0 for no effect and ±100 for the full control effect; nearly all actives have a fitted effect of over 60% in size; many of its hits are not listed in these tables
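Agonist response is measured as cAMP accumulation in an RXFP1-transfected HEK293T line under PDE4 inhibition. Values are scaled between buffer-only and 29 nM porcine relaxin, and EC50s come from standard Hill equation fits.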
TrxR1 substrate: rat thioredoxin reductase 1 substrate activity. O89049. purified TrxR1 substrate turnover, NADPH consumption readout. Potency, µM (highest dose often 114 µM), without a hit: top-dose activity change, negative = substrate turnover. 390,000 tested, 0.01% active; also: potency is read from the fitted curve at half-maximal effect; % is scaled to controls: 0 for no effect and ±100 for the full control effect; nearly all actives have a fitted effect of over 50% in size
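Rat TrxR1, dispensed at 90 nM, was prereduced with 400 uM NADPH (final) for 5 min at ~22 deg C, then incubated with compound 15 min before 400 uM selenite. A first-read NADPH fluorescence drop versus no-compound background flagged substrates.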
Vif-APOBEC3G blk: inhibitors of Vif-APOBEC3G interaction | Q9HC16 | 410,000 tested, 0.076% active | HeLa A3G-eYFP + Vif (tagged APOBEC3G with the HIV-1 protein that degrades it), YFP fluorescence, overnight | Potency, µM (titrated, usually from 46.1 µM), for inactives: top-dose activity, negative = active, hits mostly inhibitors;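 also: potency is read from the fitted curve at half-maximal effect; % is scaled to controls: 0 for no effect and ±100 for the full control effect; nearly all actives have a fitted effect of over 60% in size; hits raise eYFP signal because A3G escapes Vif-driven loss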
Target sequence (Q9HC16 whole entry, looked up): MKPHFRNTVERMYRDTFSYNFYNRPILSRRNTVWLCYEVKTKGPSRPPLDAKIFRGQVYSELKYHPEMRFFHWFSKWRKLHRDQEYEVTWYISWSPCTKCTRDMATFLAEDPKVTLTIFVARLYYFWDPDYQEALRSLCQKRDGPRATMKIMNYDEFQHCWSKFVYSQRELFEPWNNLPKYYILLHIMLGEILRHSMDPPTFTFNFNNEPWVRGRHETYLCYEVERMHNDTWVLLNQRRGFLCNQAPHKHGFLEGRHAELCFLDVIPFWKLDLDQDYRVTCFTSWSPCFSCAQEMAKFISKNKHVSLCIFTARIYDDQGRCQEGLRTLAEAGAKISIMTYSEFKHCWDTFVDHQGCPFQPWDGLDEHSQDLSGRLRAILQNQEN
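HeLa cells stably expressing Vif and C-terminally eYFP-tagged A3G, seeded overnight at 37 deg C, then exposed to compound by pintool overnight at 37 deg C. Rise in yellow fluorescence (Ex 488/Em 500-530, Acumen) marks blocked Vif-driven A3G degradation.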
LDHA inh: blocks human lactate dehydrogenase A. P00338. purified LDHA, NADH/diaphorase-resazurin fluorescence; active compounds read low. activity change, % (values are at about 110 or 230 µM). 480,000 tested, 0.15% active. AID 1347041; in the data active = activity change below about -30%; inconclusive = mostly about -25% to -30%;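 also: plate controls were DMSO wells for no effect and wells without enzyme for full effect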
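Human LDH5 at 2 nM final in Tris HCl pH 7.4 with 0.06 mM NADH and 0.2 mM pyruvate, reacted 5 minutes at room temperature. Remaining NADH coupled via diaphorase/resazurin; resorufin fluorescence read at 0 and 20 minutes, normalized to enzyme-free and DMSO wells.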
Starred values were filed as active, the others as inactive; & = joins results of further samples; [ ] = remark or other dose. Unless noted, calls follow the shape of the dose curve; as a rule, active = well fitted curve in the direction sought with a large enough effect; inconclusive = small, poorly fitted or top-dose-only effect, or another doubt; inactive = no such curve, though single readings can be large; an effect the other way counts as inactive or inconclusive. This is a subset; count on the stated rates, not on these rows.

For CC1=C(C(=O)OCCc2ccccc2)C(c2ccsc2)NC(=O)N1C (stereo not drawn) the results were GRP78 ERSR act -7%, PI4K2A inh 5, USP1-UAF1 inh -15%, mIDH1 inhibitor 0%, Vif-A3F inh 2%, RXFP1 ag 0.7%, TrxR1 substrate -3%, Vif-APOBEC3G blk 3% and LDHA inh -3.
For O=S1(=O)CCN(c2ccccc2CC(c2c[nH]c3ccccc23)c2c[nH]c3ccccc23)CC1 the results were GRP78 ERSR act -5%, PI4K2A inh 9, USP1-UAF1 inh -21%, mIDH1 inhibitor -1%, Vif-A3F inh -1%, TrxR1 substrate -5%, Vif-APOBEC3G blk -5% and LDHA inh 0.
`COC(=O)C1=C(C)N(c2cccc(Cl)c2)C(=O)C1` gave GRP78 ERSR act -8%, PI4K2A inh 13, USP1-UAF1 inh -18%, mIDH1 inhibitor 0%, Vif-A3F inh 4%, RXFP1 ag -0.4%, TrxR1 substrate 4%, Vif-APOBEC3G blk -6% and LDHA inh -3.
Screening C=CCOc1c(Br)cc(CNn2c(C)n[nH]c2=S)cc1OC returned GRP78 ERSR act -4%, PI4K2A inh 5, USP1-UAF1 inh -12%, mIDH1 inhibitor 4%, Vif-A3F inh 3%, RXFP1 ag 5.4%, TrxR1 substrate 4%[11.4 µM], Vif-APOBEC3G blk 1% and LDHA inh -14.
Screening O=C(COc1cccc2ccccc12)Nc1cc(Cl)ccc1C(=O)O returned GRP78 ERSR act 12%, PI4K2A inh -3, USP1-UAF1 inh -25%, mIDH1 inhibitor 17%, Vif-A3F inh 11%, RXFP1 ag 1.5%, TrxR1 substrate 8%[57.1 µM], Vif-APOBEC3G blk -4% and LDHA inh -8.
For COC(=O)c1c(C(=O)OC)c(-c2cccc(C)c2)n2c1CS(=O)(=O)C2 the results were GRP78 ERSR act 1%, PI4K2A inh -14, USP1-UAF1 inh -25%, mIDH1 inhibitor 14%, RXFP1 ag 1.9%, TrxR1 substrate -1%, Vif-APOBEC3G blk 3% and LDHA inh -2.
Screening CCCNS(=O)(=O)c1cc2c3c(c1)C(C)C(=O)N3CCC2 (stereo not drawn) returned GRP78 ERSR act -4%, PI4K2A inh 0, USP1-UAF1 inh -11%, mIDH1 inhibitor -5%, Vif-A3F inh -18%, RXFP1 ag -1.9%, TrxR1 substrate -2%, Vif-APOBEC3G blk 3% and LDHA inh -6.
Screening Cc1ccc(S(=O)(=O)c2nc(-c3ccccc3)oc2NCCCN2CCOCC2)cc1 returned GRP78 ERSR act 0%, PI4K2A inh 2, USP1-UAF1 inh -10%, mIDH1 inhibitor -4%, Vif-A3F inh 2%, RXFP1 ag 0.1%, TrxR1 substrate -9%, Vif-APOBEC3G blk 2% and LDHA inh -1.
`CCOC(=O)c1c(O)c2cc(Cl)ccc2n(CC)c1=O` gave GRP78 ERSR act -2%, PI4K2A inh -1, USP1-UAF1 inh inconclusive, mIDH1 inhibitor 14%, Vif-A3F inh 7%, RXFP1 ag 1.9%, TrxR1 substrate 3%[57.1 µM], Vif-APOBEC3G blk -2% and LDHA inh 1.
For CCn1ccnc1[C@@H]1C[C@H]2CN(Cc3cccc(Cl)c3)C(=O)[C@]23CCCN13 the results were GRP78 ERSR act -1%, PI4K2A inh 2, USP1-UAF1 inh -21%, mIDH1 inhibitor -1%, Vif-A3F inh 1%, RXFP1 ag 6.2%, TrxR1 substrate 6%[57.1 µM], Vif-APOBEC3G blk 2% and LDHA inh -3.

Retrieved by compound from above:
Screening Cc1ccc(S(=O)(=O)c2nc(-c3ccccc3)oc2NCCCN2CCOCC2)cc1 returned GRP78 ERSR act 0%, PI4K2A inh 2, USP1-UAF1 inh -10%, mIDH1 inhibitor -4%, Vif-A3F inh 2%, RXFP1 ag 0.1%, TrxR1 substrate -9%, Vif-APOBEC3G blk 2% and LDHA inh -1.
Screening C=CCOc1c(Br)cc(CNn2c(C)n[nH]c2=S)cc1OC returned GRP78 ERSR act -4%, PI4K2A inh 5, USP1-UAF1 inh -12%, mIDH1 inhibitor 4%, Vif-A3F inh 3%, RXFP1 ag 5.4%, TrxR1 substrate 4%[11.4 µM], Vif-APOBEC3G blk 1% and LDHA inh -14.
`CCOC(=O)c1c(O)c2cc(Cl)ccc2n(CC)c1=O` gave GRP78 ERSR act -2%, PI4K2A inh -1, USP1-UAF1 inh inconclusive, mIDH1 inhibitor 14%, Vif-A3F inh 7%, RXFP1 ag 1.9%, TrxR1 substrate 3%[57.1 µM], Vif-APOBEC3G blk -2% and LDHA inh 1.

Next compounds
Screening Cc1ccc(C(=O)CN2C(=O)NC3(CCc4ccccc43)C2=O)c(C)c1 (stereo not drawn) returned GRP78 ERSR act -3%, PI4K2A inh 1, USP1-UAF1 inh -13%, mIDH1 inhibitor 4%, Vif-A3F inh -14%, RXFP1 ag 0.6%, TrxR1 substrate -8%[57.1 µM], Vif-APOBEC3G blk 0% and LDHA inh -2.
CNC(=S)N/N=C(\C)c1ccc(-n2ccnc2)cc1 was read as GRP78 ERSR act -3%, PI4K2A inh 5, USP1-UAF1 inh -9%, mIDH1 inhibitor 13%, Vif-A3F inh -1%, RXFP1 ag 2.2%, TrxR1 substrate -2%, Vif-APOBEC3G blk -9% and LDHA inh 0.
Screening COc1ccc(-n2c(=O)c3ccccc3n(CC(=O)Nc3ccccc3OC)c2=O)cc1 returned GRP78 ERSR act -2%&-3%, PI4K2A inh 3&0, USP1-UAF1 inh -9%&-21%, mIDH1 inhibitor -6%&12%, Vif-A3F inh 3%&1%, RXFP1 ag -0.3%&1.0%, TrxR1 substrate -1%&7%, Vif-APOBEC3G blk 0%&-3% and LDHA inh 3&-5&-1.
`COc1cc(S(=O)(=O)NCC2CCCO2)c(OC)cc1Cl` (stereo not drawn) gave GRP78 ERSR act -5%, PI4K2A inh -9, USP1-UAF1 inh -2%, mIDH1 inhibitor 11%, Vif-A3F inh -3%, RXFP1 ag 0.0%, TrxR1 substrate 20%[57.1 µM], Vif-APOBEC3G blk -1% and LDHA inh -4.
`CN1C(=O)NC(c2cccc([N+](=O)[O-])c2)C2=C1CC(C)(C)CC2=O` (stereo not drawn) gave GRP78 ERSR act -3%, PI4K2A inh 1, USP1-UAF1 inh -13%, mIDH1 inhibitor -9%, Vif-A3F inh 1%, RXFP1 ag 0.2%, TrxR1 substrate 3%, Vif-APOBEC3G blk 1% and LDHA inh -2.
For CCOC(=O)c1ccc(NS(=O)(=O)c2cc(Br)cc3c2N(C(C)=O)C(C)C3)cc1 (stereo not drawn) the results were GRP78 ERSR act -4%, PI4K2A inh -1, USP1-UAF1 inh -18%, mIDH1 inhibitor -10%, Vif-A3F inh -7%, RXFP1 ag 0.2%, TrxR1 substrate 0%, Vif-APOBEC3G blk 1% and LDHA inh -2.
COc1ccc(N2C(=O)CC(N3CCN(S(=O)(=O)c4ccc(Cl)cc4)CC3)C2=O)cc1 (stereo not drawn) was read as GRP78 ERSR act -1%, PI4K2A inh 3, USP1-UAF1 inh -8%, mIDH1 inhibitor -4%, Vif-A3F inh -5%, RXFP1 ag 2.0%, TrxR1 substrate 9%, Vif-APOBEC3G blk -6% and LDHA inh -5.
For CN(C(=O)c1ccc(NC(=O)Cc2ccccc2)cc1)c1ccccc1 the results were GRP78 ERSR act 3%, PI4K2A inh -5, USP1-UAF1 inh -17%, mIDH1 inhibitor 5%, Vif-A3F inh 4%, TrxR1 substrate -11%, Vif-APOBEC3G blk 1% and LDHA inh -7.
For Cc1cccc(OCC(=O)Nc2ccc3c(c2)OCO3)c1C the results were GRP78 ERSR act 1%, PI4K2A inh -2, USP1-UAF1 inh -10%, mIDH1 inhibitor -3%, Vif-A3F inh -8%, RXFP1 ag -1.8%, TrxR1 substrate 3%[57.1 µM], Vif-APOBEC3G blk -1% and LDHA inh -3.
